# Bioassay records as filed in PubChem.
# GAA glycogen mod = inhibitors or activators of human alpha-glucosidase glycogen cleavage; P10253; recombinant GAA, glycogen substrate, Amplex Red glucose oxidase fluorescence; Potency, µM (top dose mostly 76.4 µM), for the others: top-dose activity change, negative = inhibition, most hits filed as inhibitors; 300,000 compounds, 0.38% hits; AID 2100; active = well fitted inhibition curve with a large enough effect; inconclusive = small, poorly fitted or top-dose-only effect, or another doubt; inactive = no such curve, though single readings can be large or run the other way;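 also: 0% = full enzyme reaction and -100% = no-enzyme basal signal; the screen sought inhibitors and activators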
#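 Recombinant human enzyme (4 nM); glycogen substrate; 37 C, 40 min, pH 5.0. Readout: coupled glucose oxidase/Amplex Red fluorescence.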
# * = called active by the depositor; ? = inconclusive; [ ] = remark or other dose. Potency is read from the fitted curve at half-maximal effect. These rows are one share of the data, so the mix of outcomes need not match the whole.
canonical_smiles,GAA glycogen mod
Cc1cc(C)cc(C(=O)NC(CC(N)=O)c2ccc(N3CCN(c4ccccn4)CC3)c([N+](=O)[O-])c2)c1 (stereo not given),0%[76.3 µM]
O=C(O)c1cc(S(=O)(=O)N2CCN(S(=O)(=O)c3ccccc3)CC2)ccc1Cl,1%
CC1N(C(=O)N2CCOCC2)CCN1S(=O)(=O)c1ccc(Cl)cc1 (stereo not given),9%
CCOC(=O)Cc1csc(N/N=C\c2ccc(N(C)C)cc2)n1,-7%
Cc1ccc(C)c(NC(=O)CCN2CCCCC2)c1,3%[76.3 µM]
CCc1ccc(NC(=O)CN(c2ccc(C)cc2)S(=O)(=O)c2cccs2)cc1,9%[76.3 µM]
CCCc1ccc(S(=O)(=O)NCC2CCCN2CC)cc1 (stereo not given),-5%
O=C(NC(=S)N1CCCCCC1)c1ccccc1,-7%[76.3 µM]
COc1cccc(-c2ccc3c(N)c(C(=O)c4ccc(Cl)cc4)sc3n2)c1,-12%[76.3 µM]
CCOC(=O)CSc1nnc2n(-c3ccccc3)c(=O)c3c4c(sc3n12)COC(C(C)C)C4 (stereo not given),18%[76.3 µM]
O=C(Nc1cccc(Br)c1)c1cc(S(=O)(=O)N2CCOCC2)cs1,-1%[76.3 µM]
CCN1CCN(S(=O)(=O)c2ccc(C(C)(C)C)cc2)CC1,-3%[76.3 µM]
O=C(O)COc1ccccc1/C=C1\C(=O)Nc2ccc(Br)cc21,-1%
COc1cc(C(=O)NCC(C)(C)CNC(=O)c2cc(OC)c(OC)c(OC)c2)cc(OC)c1OC,0%[76.3 µM]
COC(=O)[C@@H](c1ccccc1)N(C)S(=O)(=O)c1cccc(S(=O)(=O)N(C)[C@@H](C(=O)OC)c2ccccc2)c1,-10%[76.3 µM]
Cc1ccc(C)c(OCCCC(=O)NC2CCCCC2)c1,17%[76.3 µM]
C=CCOc1ccc(/C=C2\SC(=S)N(NS(=O)(=O)c3ccccc3)C2=O)cc1,-2%
C=CCNc1nc2c(c(=O)[nH]c(=O)n2C)n1CCCc1ccccc1,13%[76.3 µM]
Cc1nc2c(c(C)c1CCC(=O)NCc1ccc(F)cc1)c(=O)n(C)c(=O)n2C,19%[76.3 µM]
Cc1ccc(C)c(CN2C(=O)c3ccccc3S(=O)c3ccc(C(=O)NCCC4=CCCCC4)cc32)c1 (stereo not given),9%[76.3 µM]
CCc1c(C(=O)N/N=C/c2ccc(OCc3ccc(F)cc3)c(OC)c2)nnn1-c1nonc1N,-3%
COc1ccc(NC(=O)C2CCN(S(=O)(=O)c3c(C)noc3/C=C/c3ccco3)CC2)cc1,0%[76.3 µM]
CCc1ccc(CNC(=O)c2ccc(Cn3c(=O)c4cccn4c4cccnc43)cc2)cc1,-2%[76.3 µM]
Cc1ccc(Cn2c(-c3ccccc3)nc3ccccc32)cc1,-1%[76.3 µM]
COc1ccc(C)cc1NC(=O)C1CCN(S(=O)(=O)c2ccccc2)CC1,-15%[76.3 µM]

# An excerpt from above in order of heavy-atom count, rising:
canonical_smiles,GAA glycogen mod
CCN1CCN(S(=O)(=O)c2ccc(C(C)(C)C)cc2)CC1,-3%[76.3 µM]
CC1N(C(=O)N2CCOCC2)CCN1S(=O)(=O)c1ccc(Cl)cc1 (stereo not given),9%
COc1cc(C(=O)NCC(C)(C)CNC(=O)c2cc(OC)c(OC)c(OC)c2)cc(OC)c1OC,0%[76.3 µM]
Cc1cc(C)cc(C(=O)NC(CC(N)=O)c2ccc(N3CCN(c4ccccn4)CC3)c([N+](=O)[O-])c2)c1 (stereo not given),0%[76.3 µM]

# Later entries.
canonical_smiles,GAA glycogen mod
O=C1NC2(CCCCCC2)C(=O)N1Cc1ccc(Cl)cc1Cl,8%
Cc1nc2nc(SCC(=O)NCc3ccccc3)nn2c(C)c1Cc1ccccc1Cl,-7%[76.3 µM]
COc1ccccc1NC(=O)NCCCCc1ccccc1,0%[76.3 µM]
CC1(C)C(C=C(Cl)Cl)C1C(=O)NC(O)C(=O)c1ccccc1 (stereo not given),-7%
N=c1c(S(=O)(=O)c2ccc(Cl)cc2)cc2c(=O)n3ccccc3nc2n1CC1CCCO1 (stereo not given),-3%[76.3 µM]
Cc1cc(NC(=O)COC(=O)C2CC(=O)N(c3cccc(Cl)c3)C2)no1 (stereo not given),-14%
CC(=O)NS(=O)(=O)c1ccc(NC(=S)Nc2ccccc2)cc1,-3%[76.3 µM]
COc1ccc(S(=O)(=O)Nc2ccccc2C(=O)N2CCOCC2)cc1Cl,3%[76.3 µM]
Clc1c(-c2ccccc2)nc2ccccn12,9%[76.3 µM]
COc1ccc(NC(=O)CN2CCN(c3ccccn3)CC2)cc1Cl,-11%
CC(=O)N1c2ccc(S(=O)(=O)NCCC(=O)Nc3ccc(Br)c(C)c3)cc2CC1C (stereo not given),-20%[76.3 µM]
O=C(OCc1c(F)cccc1Cl)c1cccnc1Cl,-7%[76.3 µM]
O=C(NNC(=O)c1cccc2ccccc12)c1ccccc1O,-3%[76.3 µM]
Cc1cc(NS(=O)(=O)c2ccc(NC(=O)/C=C/c3ccc(Br)cc3)cc2)no1,4%[76.3 µM]
Cc1ccc(-c2nc(S(=O)(=O)c3ccc(C)cc3)c(N3CCCCCC3)o2)cc1,0%[76.3 µM]
O=C(CSc1nnnn1-c1ccc(F)cc1)Nc1ccccc1F,9%[76.3 µM]
CCn1c(C)nnc1SCC(=O)Nc1ccc(Cl)cc1,6%[76.3 µM]
COc1ccc(-c2noc(CN(C)Cc3ccccc3)n2)c(OC)c1OC,-9%[76.3 µM]
O=C(Nc1ccc(F)cc1)c1cccc(N2C(=O)c3ccccc3C2=O)c1,2%
COCCN(C(=O)COC(=O)/C(=C/c1ccccc1)NC(C)=O)c1c(N)n(Cc2ccccc2)c(=O)[nH]c1=O,3%[76.3 µM]
CN1CCN(c2ccc(NC(=O)C(C)(c3ccccc3)c3ccccc3)cc2)CC1,-12%
COc1ccc(S(=O)(=O)N2CCCc3ccccc32)cc1[N+](=O)[O-],-1%
CCOc1ccc(CCNC(=O)c2cc3c(-c4ccccc4F)nn(C)c3s2)cc1OCC,-13%[76.3 µM]
O=C(CC(Cc1ccccc1)C(=O)O)Nc1cccc(C(F)(F)F)c1 (stereo not given),-6%
Cc1ccc(C(=O)N/C(=C\c2ccco2)C(=O)NCCCN2CCOCC2)cc1C,1%

# Additional entries follow:
canonical_smiles,GAA glycogen mod
CC(C)(C)Cc1nnc(NS(=O)(=O)c2ccc([N+](=O)[O-])cc2)s1,-8%[76.3 µM]
COc1ccc(OC)c(CNc2ccc3c(c2)nc(C)n3C)c1,-3%[76.3 µM]
O=C(Nc1ccc(Cl)cn1)c1cccc(OCc2ccccc2)c1,-4%
COc1cc(C(c2c(O)nc(SC)[nH]c2=O)c2c(O)nc(SC)[nH]c2=O)cc(OC)c1OC,12%[76.3 µM]
O=C(CSCc1ccccc1)N1CCN(S(=O)(=O)c2ccc(F)cc2)CC1,-6%[76.3 µM]
COc1ccc(OC)c(S(=O)(=O)N2CCCC(C(=O)N3CCOCC3)C2)c1 (stereo not given),-5%[76.3 µM]
COc1ccc(N2CC(C(=O)N3CCN(c4ccccc4OC)CC3)CC2=O)cc1 (stereo not given),5%
O=C(c1cc(-c2ccccc2Cl)nc2ccccc12)N1CCOCC1,-1%[76.3 µM]
Cc1ccc(C(=O)N/C(=C\c2cn(C)c3ccccc23)C(=O)N2CCOCC2)cc1,?
Cc1cccc(CN2C(=O)/C(=C\c3ccc(C(=O)NCCN4CCOCC4)cc3)Sc3ccccc32)c1,-25%[76.3 µM]
Cc1cc(C)c(S(=O)(=O)N2CCN(C(=O)N3CCOCC3)CC2)c(C)c1,-11%[76.3 µM]
COc1ccc(NC(=O)Nc2cnccn2)c(OC)c1,-4%[76.3 µM]
C/C(=N/Nc1nc(C)c(C)s1)c1cccc([N+](=O)[O-])c1,-2%[76.3 µM]
CC(NC(=O)COC(=O)COc1cccc2c1OC(C)(C)C2)c1ccccc1 (stereo not given),-4%[76.3 µM]
CN(C)C(CNC(=O)c1cnc(Cl)c(Cl)c1)c1ccccc1 (stereo not given),3%
CC(=O)Nc1cccc(NC(=O)CSc2cn(CC(=O)N3CCCCCC3)c3ccccc23)c1,15%[76.3 µM]
O=C(NCCc1ccc(Cl)cc1)c1ccc(Nc2nc3ccccc3n3nnnc23)cc1,13%[76.3 µM]
CCCS(=O)(=O)c1nc(S(=O)(=O)c2ccc(C)cc2)c(NCC(C)C)s1,-4%[76.3 µM]
c1ccc(COCCCn2cc(-c3ccccc3)nn2)cc1,-25%[76.3 µM]
Cc1ccccc1CNC(=O)C1CCCN(S(=O)(=O)N(C)c2ccc(F)cc2)C1 (stereo not given),2%[76.3 µM]
COc1ccc(N2CCN(C(=O)c3ccc4[nH]c(C)c(C)c4c3)CC2)cc1,-11%[76.3 µM]
CCOc1c(Cl)cc(CNc2ccc3[nH]c(=O)[nH]c3c2)cc1OC,?
CCn1nnc(NC(=O)c2ccc(Br)o2)n1,-1%[76.3 µM]
CCN1CCN(CCNC(=O)CCc2c(C)c3c(C)nn(-c4ccccc4)c3n(C)c2=O)CC1,-10%[76.3 µM]
CC(C)CN1CCC(=O)N([C@H](CSc2ccccc2)Cc2ccccc2)CC1,-2%[76.3 µM]

# (listing goes on)
SMILES	GAA glycogen mod
CC(=O)c1cccc(S(=O)(=O)NC2CCSc3ccccc32)c1 (stereo not given)	-9%[76.3 µM]
C/C(=N\NC(=O)Cc1ccccc1[N+](=O)[O-])c1cccnc1	1%[76.3 µM]
COc1ccc(-c2cc(C(=O)Nc3ccc(C(N)=O)cc3)c3ccccc3n2)cc1	2%[76.3 µM]
COc1cc(NC(=O)C2=C(C)Nc3nnnn3C2c2ccc(SC)cc2)c(OC)cc1Cl (stereo not given)	6%[76.3 µM]
CS(=O)(=O)N1CCc2cc(C(=O)NCCc3ccccc3)ccc21	20%[76.3 µM]
CCOCCCNC(=O)C(c1ccc(Cl)cc1)N(Cc1ccc2c(c1)OCO2)C(=O)c1ccccc1O (stereo not given)	9%[76.3 µM]
CCCCNC(=O)c1onc(CSc2nc3ccccc3[nH]2)c1C(=O)NCCCC	-15%[76.3 µM]
Cc1ccc(-n2nc3c(=O)n(C(C)C(=O)NCc4ccc5c(c4)OCO5)nc(C)c3c2C)cc1 (stereo not given)	1%[76.3 µM]

# Next compounds.
SMILES	GAA glycogen mod
Cc1cccc(NC(=O)C2(C)Cc3ccccc3C(=O)O2)c1 (stereo not given)	13%[76.3 µM]
Cc1cccc(NC(=O)CSc2ccc3nnc(-c4cccnc4)n3n2)c1	0%[76.3 µM]
CCc1[nH]nc(C(=O)N2CCCC(Nc3ccc(C(C)C)cc3)C2)c1C (stereo not given)	2%[76.3 µM]
O=S(=O)(NCC1CC1)c1cc(Cl)cc(Cl)c1	2%
CCc1ccc2oc(C(=O)Nc3cc(Cl)ccc3OC)cc(=O)c2c1	15%[76.3 µM]
Cn1c(CNC(=O)c2ccccc2F)cc2ccccc21	-9%[76.3 µM]
Cc1cc(NC(=O)c2cc(-c3ccc(Br)cc3)on2)nn1Cc1ccc(Cl)cc1	14%[76.3 µM]
COc1ccc(NC(=O)Cn2c(=O)n(-c3ccc(OC)cc3)c(=O)c3sc4ccccc4c32)cc1	-9%[76.3 µM]

# Brought forward from above: four compounds, then new ones.
SMILES	GAA glycogen mod
CCc1ccc2oc(C(=O)Nc3cc(Cl)ccc3OC)cc(=O)c2c1	15%[76.3 µM]
Cn1c(CNC(=O)c2ccccc2F)cc2ccccc21	-9%[76.3 µM]
Cc1cc(NC(=O)c2cc(-c3ccc(Br)cc3)on2)nn1Cc1ccc(Cl)cc1	14%[76.3 µM]
COc1ccc(NC(=O)Cn2c(=O)n(-c3ccc(OC)cc3)c(=O)c3sc4ccccc4c32)cc1	-9%[76.3 µM]
Cc1ccc(C(=O)Nc2ccccc2N2CCCC2)cc1	-25%[76.3 µM]
Cc1ccc(NC(=O)c2cc(C)no2)cc1	6%
O=C(COc1ccc2c(-c3ccccc3)cc(=O)oc2c1)NCC(O)c1ccccc1 (stereo not given)	19%[76.3 µM]
CCc1ccc2occ(CC(=O)Nc3nnc(C)s3)c2c1	-4%[76.3 µM]
COc1ccc(S(=O)(=O)N/N=C(/C)c2ccncc2)c(OC)c1	0%[76.3 µM]
Cc1cc(C)c(NC(=O)Cn2c(=O)n(CC3CCCO3)c(=O)c3ccccc32)c(C)c1 (stereo not given)	9%[76.3 µM]
COC(=O)c1ccc(OCC(O)CNCC(c2ccc(OC)cc2)N(C)C)c(OC)c1 (stereo not given)	1%[76.3 µM]
Cc1ccc2c(C)c(C(=O)N(C)CCC3CCCCO3)oc2c1C (stereo not given)	3%[76.3 µM]

# Continued.
SMILES	GAA glycogen mod
CC(C)(C)OC(=O)CNC(=O)c1[nH]cnc1C(=O)NC(c1ccccc1)c1ccccc1	-7%[76.3 µM]
COc1ccc(C(=O)NC2CCCc3c2cnn3-c2cccc(C)c2C)o1 (stereo not given)	-2%[76.3 µM]
CCc1nn2c(=O)cc(CSCC(=O)Nc3ccccc3Cl)nc2s1	-14%[76.3 µM]
O=C(Nc1nccs1)C1CCN(S(=O)(=O)c2ccccc2)CC1	-13%[76.3 µM]
CC1(COS(N)(=O)=O)CCCCC1	-5%[76.3 µM]
COc1ccccc1/C=C1\SC(=S)N(NS(=O)(=O)c2ccccc2)C1=O	-1%
CC(=O)N[C@@H](C)c1nc2ccccc2n1CCCN1CCN(c2nc(-c3ccc(C)cc3)cs2)CC1	-14%[76.3 µM]
Cc1cc(NC(=O)CSc2nnc(CNC(=O)c3cccc(C(F)(F)F)c3)o2)no1	5%[76.3 µM]
Cc1cc([N+](=O)[O-])ccc1NC(=S)NC1CCCC1	0%[76.3 µM]
O=C(c1ccc(Cl)cc1)N1CCN(C(=O)C2CCCCC2)CC1	-4%[76.3 µM]
O=C(c1cc(-c2ccc(F)cc2)on1)N1CCOCC1	3%
